# PKM2 activator = qHTS Assay for Activators of Human Muscle isoform 2 Pyruvate Kinase. Potency, µM (series often up to 57.5 µM), inactives show at the highest dose activation, actives largely listed as activators. purified PKM2, Kinase-Glo ATP luminescence, activation; response scale: 0% is enzyme alone, no compound. actives 0.34% (n = 260,000). Pyruvate kinase PKM (Homo sapiens), P14618. AID 1631, 2009; also: potency is read from the fitted curve at half-maximal effect; % is scaled to controls: 0 for no effect and ±100 for the full control effect; nearly all actives have a fitted effect of over 55% in size
#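 Purified hPK-M2 (>95% pure) converted ADP (0.1 mM final) to ATP with 0.5 mM PEP in 50 mM imidazole pH7.2, KCl, MgCl2, Tween 20, BSA; 1 h at room temperature. ATP detected by Kinase-Glo luminescence.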
# Giardia killer = Small Molecules that selectively kill Giardia lamblia: qHTS. Giardia lamblia trophozoite viability. activity change, % at 7.66 µM, hits read low. AID 540267, 2011. actives 0.15% (n = 340,000); in the data active = activity change below about -80%; inconclusive = between about -30% and that limit;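 also: parasites exposed to compound for two days anaerobically before the ATP read; % is scaled to controls: 0 for no effect and ±100 for the full control effect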
#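 Giardia lamblia trophozoites (100 cells/well) were incubated with compounds for 48 h at 37 deg C under anaerobic conditions. Viability was read as ATP content by one-step luminescence after 15-30 min at room temperature.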
# p53 reactivator = qHTS assay for re-activators of p53 using a Luc reporter | H1299 p53-A138V BP100-luciferase reporter, luminescence, 24 h | Potency, µM (doses to about 92.2 µM), inactives show at the top dose activity change, positive = activation, hits mostly activators | actives 0.063% (n = 320,000) | AID 504706, 2011; also: potency is read from the fitted curve at half-maximal effect; % of control where 0% means no effect; nearly all actives have a fitted effect of over 45% in size
#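 p53-null H1299 cells stably carrying temperature-sensitive p53-A138V and a BP100-luciferase reporter were pinned with compounds (4-point, 1:5 series) and held 24 hrs at 37 deg C. Luminescence was read 10 min after detection reagent.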
# NPC1 promoter act = qHTS Assay for NPC1 Promoter Activators | Huh7 NPC1 promoter luciferase reporter, 24 h | Potency, µM (series often up to 9.22 µM), without a hit: at the top dose activation, hits mostly activators | actives 2.4% (n = 320,000) | AID 485313, 2010;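 also: potency is read from the fitted curve at half-maximal effect; % of control where 0% means no effect; nearly all actives have a fitted effect of over 60% in size; reporter is driven by a mutant NPC1 promoter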
#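 Stably transfected Huh7 (NPC1 promoter→luciferase), 1500 cells/well in Opti-MEM + 10% FBS, 2 h settle, then compound 24 h at 37 °C. Luminescence after 10 min with Amplite reagent.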
# ELG1 genotoxic = qHTS screen for small molecules that induce genotoxicity in human embryonic kidney (HEK293T) cells expressing luciferase-tagged ELG1; AID 504466, 2011; Potency, µM (highest dose often 46 µM), for the others: top-dose activity change, positive = activation, usual class: activators; actives 1.3% (n = 330,000); HEK293T ELG1-luciferase reporter, luminescence, 16 h; also: potency is read from the fitted curve at half-maximal effect; % of control where 0% means no effect; nearly all actives have a fitted effect of over 60% in size
#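 After overnight (16 hr) compound treatment at 37 °C, ELG1-luciferase HEK293T cells were lysed with ONE-Glo; luminescence quantified 30 min later at room temperature.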
# RORg inh = qHTS for inhibitors of ROR gamma transcriptional activity; Nuclear receptor ROR-gamma (Mus musculus), P51450; Drosophila S2 Gal4-RORgamma UAS-luciferase reporter, 20 h; Potency, µM (highest dose often 53.6 µM), for inactives: top-dose activity change, negative = inhibition, usual class: inhibitors; actives 5.4% (n = 310,000); also: potency is read from the fitted curve at half-maximal effect; % is scaled to controls: 0 for no effect and ±100 for the full control effect; nearly all actives have a fitted effect of over 60% in size
# Target sequence (P51450 whole entry, looked up, the tested form may be a part): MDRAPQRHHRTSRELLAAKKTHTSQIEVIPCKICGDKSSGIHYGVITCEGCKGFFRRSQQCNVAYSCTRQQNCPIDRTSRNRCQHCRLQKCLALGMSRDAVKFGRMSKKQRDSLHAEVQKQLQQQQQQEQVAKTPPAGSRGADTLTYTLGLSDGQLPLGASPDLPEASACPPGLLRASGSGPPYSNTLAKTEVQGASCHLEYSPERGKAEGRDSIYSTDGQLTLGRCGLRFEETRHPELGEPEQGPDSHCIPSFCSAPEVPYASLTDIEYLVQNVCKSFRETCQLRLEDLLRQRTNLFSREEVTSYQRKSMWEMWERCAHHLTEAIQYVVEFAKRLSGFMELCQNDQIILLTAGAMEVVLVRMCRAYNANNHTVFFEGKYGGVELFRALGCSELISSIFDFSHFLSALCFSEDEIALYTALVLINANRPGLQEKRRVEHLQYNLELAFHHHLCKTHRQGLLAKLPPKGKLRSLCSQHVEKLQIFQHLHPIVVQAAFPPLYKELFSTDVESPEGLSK
#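 Drosophila S2 cells stably expressing Gal4-DBD/mouse RORγ fusion under metallothionein promoter plus UAS-luciferase; compound 1 h, then 700 uM CuSO4 induction for 20 h at ambient temperature; inhibition read as reduced luminescence.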
# FLuc counter = qHTS profiling assay for firefly luciferase inhibitor/activator using purifed enzyme and Km concentrations of substrates (counterscreen for miR-21 project); Luciferin 4-monooxygenase (Photinus pyralis), P08659; purified FLuc, Km substrates, luminescence inhibition; Potency, µM (titrated, usually from 57.5 µM), inactives show at the highest dose activity change, negative = inhibition, usual class: inhibitors; actives 6.9% (n = 360,000);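 also: potency is read from the fitted curve at half-maximal effect; plate controls were vehicle for no effect and reference inhibitor for full effect; nearly all actives have a fitted effect of over 55% in size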
# Target sequence (P08659 whole entry, looked up): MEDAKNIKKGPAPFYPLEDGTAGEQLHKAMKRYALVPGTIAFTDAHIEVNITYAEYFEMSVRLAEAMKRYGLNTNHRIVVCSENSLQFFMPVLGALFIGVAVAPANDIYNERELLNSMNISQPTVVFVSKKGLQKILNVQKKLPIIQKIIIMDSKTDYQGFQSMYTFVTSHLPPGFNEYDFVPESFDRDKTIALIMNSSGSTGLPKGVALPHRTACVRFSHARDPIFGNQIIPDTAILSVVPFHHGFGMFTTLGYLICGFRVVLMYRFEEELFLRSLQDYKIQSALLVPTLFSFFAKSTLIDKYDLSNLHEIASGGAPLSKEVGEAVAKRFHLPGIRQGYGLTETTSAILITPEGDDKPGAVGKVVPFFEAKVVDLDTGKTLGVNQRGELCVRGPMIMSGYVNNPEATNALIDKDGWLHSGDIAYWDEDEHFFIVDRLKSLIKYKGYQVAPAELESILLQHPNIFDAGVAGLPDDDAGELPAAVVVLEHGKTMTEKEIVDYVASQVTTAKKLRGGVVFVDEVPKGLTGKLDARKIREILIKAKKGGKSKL
#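 Purified P. pyralis luciferase (10nM final) with 10uM D-luciferin and 10uM ATP (Km levels) in 50mM Tris acetate pH 7.5, 10mM Mg acetate, 0.01% Tween-20, 0.05% BSA; qHTS 6-point titration, ~60 µM downward; luminescence read.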
# VP16 counter = VP16 counterscreen qHTS for inhibitors of ROR gamma transcriptional activity; Drosophila S2 Gal4-VP16 UAS-luciferase, luminescence, 20 h; Potency, µM (highest dose often 53.6 µM), without a hit: top-dose activity, negative = inhibition, hits mostly inhibitors; actives 3.5% (n = 310,000);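 also: Gal4-VP16 expression switched on by copper sulfate through the metallothionein promoter; potency is read from the fitted curve at half-maximal effect; % is scaled to controls: 0 for no effect and ±100 for the full control effect; nearly all actives have a fitted effect of over 50% in size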
# BRCA1 expr act = qHTS Assay to Identify Small Molecule Activators of BRCA1 Expression; MCF7-BRCA1-FFLuc reporter, luminescence, 48 h; response scale: scaled: vehicle 0%, 10 µM genistein 100%; Potency, µM (titrated, usually from 46.1 µM), inactives show at the top dose activation, hits mostly activators; actives 1.1% (n = 380,000); also: potency is read from the fitted curve at half-maximal effect; nearly all actives have a fitted effect of over 80% in size; some results filed as inactive show a strong effect at the top dose
#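 Luminescence from a BRCA1-driven firefly luciferase in MCF7 cells was the read-out, taken 15 min after substrate addition following 48 h compound exposure at 37 °C. Data were normalized to a 10 microM genistein control and DMSO vehicle.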
# Menin MLL FP TR = qHTS Assay for Inhibitors Targeting the Menin-MLL Interaction in MLL Related Leukemias: Competition With Texas Red Labeled MLL-derived Mutant Peptide; O00255; Menin + Texas Red MLL mutant peptide, fluorescence polarization; Potency, µM (titrated, usually from 61.6 µM), without a hit: top-dose FP activity change, negative = inhibition, most hits filed as inhibitors; actives 0.23% (n = 270,000); AID 1768, 2009; active = well fitted inhibition curve with a large enough effect in the polarisation, with a control signal flat, not every such curve was filed as active; inconclusive = small, poorly fitted or top-dose-only effect, or effect the other way, or a change in a side signal; inactive = no such curve, though single readings can be large or run the other way; the % refers to the polarisation; also: potency is read from the fitted curve at half-maximal effect; % of control where 0% means no effect; many of its hits are not listed in these tables
# Rab9 promoter act = qHTS Assay for Rab9 Promoter Activators. Huh7 Rab9 promoter-luciferase reporter, luminescence, 24 h. Potency, µM (top dose mostly 9.22 µM), for the others: at the top dose activation, negative = inhibition, usual class: activators. actives 2.8% (n = 320,000). AID 485297, 2010; also: potency is read from the fitted curve at half-maximal effect; % of control where 0% means no effect; nearly all actives have a fitted effect of over 60% in size
#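 Huh7 reporter line, Rab9 promoter upstream of luciferase. Compound exposure 24 h at 37 °C in reduced-serum medium with 10% FBS. Read-out: luminescence.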
# An asterisk follows results filed as active; ? = inconclusive; / = not tested or not shown; [ ] = remark or other dose. Unless noted, calls follow the shape of the dose curve; as a rule, active = well fitted curve in the direction sought with a large enough effect; inconclusive = small, poorly fitted or top-dose-only effect, or another doubt; inactive = no such curve, though single readings can be large; an effect the other way counts as inactive or inconclusive. A portion of the library; the hit share may differ from the screen's.
SMILES,PKM2 activator,Giardia killer,p53 reactivator,NPC1 promoter act,ELG1 genotoxic,RORg inh,FLuc counter,VP16 counter,BRCA1 expr act,Menin MLL FP TR,Rab9 promoter act
COCCCn1c(SC(C)C(=O)Nc2c(C)n(C)n(-c3ccccc3)c2=O)n[nH]c1=O (configuration not stated),/,13,13%,-1%,2%,/,-1%,/,0%,/,0%
COc1ccccc1NC(=O)Cc1cccs1,-6%,-5,2%,-2%,1%,-8%,2%,3%,33%,-14%,-5%
Cc1noc(NS(=O)(=O)c2ccc(N/C=C/C(=O)c3ccc4c(c3)OCO4)cc2)c1C,3%,11,5%,17%,12%,39%,11µM*,0%,14%,24%,5%
Cc1ccc(S(=O)(=O)N/N=C/c2cccc3nccnc23)cc1,18%,-30,-5%,-20%,-2%,16%,-1%,-27%,-10%,/,2%
CC(C)(C)c1ccc(C(=O)Nc2ccc(F)cc2)s1,-2%,4,?,0.71µM*,2.9µM*,-33%,1.2µM*,-20%,14%,/,0.63µM*
Cn1c(=O)[nH]c(=O)c2c1nc(NCc1ccccc1)n2Cc1ccc(F)cc1,-10%[11.5 µM],13,16%,1%,?,6%,5%,-11%,-2%,10%,-2%
CC1CCCC(NC(=O)COC(=O)Cc2ccc(Br)cc2)C1C (configuration not stated),-3%,-1,2%,-1%,0%,-8%,-3%,7%,8%,-11%,2%
Cc1ccc2nc(NC(=O)CSc3nc4ccccc4o3)sc2c1,0%,-4,11%,4%,?,-13%,-15%,6%,72%,-1%,12%
Cc1cc(Cl)ccc1OCC(=O)NCCCn1ccnc1,2%,3,-1%,-4%,1%,-5%,4%,-2%,-14%,2%,-5%
CCN1CCCC1CNC(=O)Cn1nc(C)n2nc(-c3ccccc3)cc2c1=O (configuration not stated),/,1,-4%,-2%,-1%,-1%,0%,3%,2%,/,-5%
COc1ccc(/C=N/NC(=O)CNC(=O)C2COc3ccccc3O2)cc1OC (configuration not stated),0%,-9,-5%,3%,3%,11%,?,0%,-18%,19%,-4%
Cc1ccc(C)c(N(CC(=O)NC2CCCCC2)C(=O)CNC(=O)c2ccco2)c1,-4%,4,-1%,-3%,-22%,9%,-2%,2%,-4%,-14%,-1%
Cn1c(=O)[nH]c(=O)c2c1nc(N1CCOCC1)n2CC(=O)c1ccccc1,-7%,0,3%,-5%,5%,2%,0%,-3%,2%,14%,6%
CCOC(=O)c1cc(CC)sc1/N=C/C1C(=O)CCCC1=O,-1%,8,-1%,-5%,2%,22%,0%,-13%,3%,20%,-4%
COc1ccc(CC(=O)Nc2c(C(=O)N3CCN(c4ccccc4OC)CC3)oc3ccccc23)cc1OC,/,20,3%,0%,-19%,-4%,-1%,-4%,-44%,/,-2%
CCOc1cc(/C=C/c2nc3ccccc3c(=O)[nH]2)cc(Br)c1OC,/,/,-2%,-2%,?,28%,-2%,-2%,/,25%,-5%
CCc1ccccc1NC(=O)CCC(=O)Nc1nnc(C(C)C)s1,/,-4,-1%,-5%,12%,-10%,4%,3%,-2%,/,1%
CCc1ccc(N2CC(C(=O)NCc3ccco3)CC2=O)cc1 (configuration not stated),0%,-2,-1%,-3%,0%,-2%,2%,-2%,11%,-1%,1%
CCOc1ccc2nc(N/C(N)=N/S(C)(=O)=O)nc(C)c2c1,-8%,-11,-2%,18%,17%,4%,?,6%,?,?,19%
Cn1c(=O)c(=O)n(C)c2cc(S(=O)(=O)Nc3ccc(OC(F)(F)F)cc3)ccc21,0%,11,-2%,-4%,-2%,22%,1%,-14%,0%,12%,-1%
Cc1nn(Cc2ccccc2Cl)c(C)c1C(=O)NCCN1C(=O)S/C(=C\c2ccccc2)C1=O,1%,12,-12%,3%,5%,?,?,?,-8%,15%,-4%
CCOC(=O)C1=C(Nc2ccc(Cl)cc2)OCC1=O,-2%,9,-3%,0%,2%,11%,-3%,0%,2%,/,-2%
CC(C)C(=O)N1CCN(c2ccccc2NC(=O)c2ccc(C#N)cc2F)CC1,-9%,7,-2%,6%,-3%,2%,-6%,-6%,-28%,-1%,-3%
COc1ccccc1NS(=O)(=O)c1ccc(C(=O)NCC2(N(C)C)CCCCC2)cc1,/,6,3%,1%,3%,/,-21%,/,-25%,/,-6%
COCCN(C(=O)c1ccco1)c1nnc(-c2ccc(OC)c(OC)c2)s1,-4%,19,6%,-2%,5%,?,-3%,-2%,-13%,5%,0%

# Next part, overlapping the part above by 6 compounds.
SMILES,PKM2 activator,Giardia killer,p53 reactivator,NPC1 promoter act,ELG1 genotoxic,RORg inh,FLuc counter,VP16 counter,BRCA1 expr act,Menin MLL FP TR,Rab9 promoter act
Cn1c(=O)c(=O)n(C)c2cc(S(=O)(=O)Nc3ccc(OC(F)(F)F)cc3)ccc21,0%,11,-2%,-4%,-2%,22%,1%,-14%,0%,12%,-1%
Cc1nn(Cc2ccccc2Cl)c(C)c1C(=O)NCCN1C(=O)S/C(=C\c2ccccc2)C1=O,1%,12,-12%,3%,5%,?,?,?,-8%,15%,-4%
CCOC(=O)C1=C(Nc2ccc(Cl)cc2)OCC1=O,-2%,9,-3%,0%,2%,11%,-3%,0%,2%,/,-2%
CC(C)C(=O)N1CCN(c2ccccc2NC(=O)c2ccc(C#N)cc2F)CC1,-9%,7,-2%,6%,-3%,2%,-6%,-6%,-28%,-1%,-3%
COc1ccccc1NS(=O)(=O)c1ccc(C(=O)NCC2(N(C)C)CCCCC2)cc1,/,6,3%,1%,3%,/,-21%,/,-25%,/,-6%
COCCN(C(=O)c1ccco1)c1nnc(-c2ccc(OC)c(OC)c2)s1,-4%,19,6%,-2%,5%,?,-3%,-2%,-13%,5%,0%
CCOC(=O)c1sc(N/N=C/c2ccccc2)nc1C,-10%,-17,?,2.8µM*,8.2µM*,?,2.7µM*,?,?,?,1.6µM*
Cc1ccc(F)cc1NC(=O)CCc1c(C)[nH]c(=O)c(C#N)c1C,/,-12,-2%,0%,0%,-3%,0%,-14%,-12%,-17%,3%
O=C(Nc1cc(S(=O)(=O)Nc2ccc(Cl)cc2)ccc1O)c1ccc(S(=O)(=O)N2CCCCCC2)cc1,-3%,-4,-3%,-1%,-6%,?,-17%,?,-51%,?,-7%
CCc1c(O)nc(SC2CC(=O)N(c3ccccc3)C2=O)[nH]c1=O (configuration not stated),-4%,3,-5%,-2%,-2%,-7%,-2%,-10%,-32%,3%,-8%
CC(C)(C)C(=O)NCc1ccc(C(=O)CSc2nnc(-c3ccncc3)n2C2CC2)s1,/,-9,5%,-4%,0%,/,1%,/,1%,/,-8%
CSc1sc(C(=O)N(C)C)cc1S(=O)(=O)C(C)C,0%,-29,-4%,1%,-1%,3%,0%,7%,7%,/,-4%
COc1ccc(NC2c3ccccc3C(=O)N2c2ccccn2)cc1Cl (configuration not stated),-4%,-2,6%,2%,-2%,20%,-1%,-7%,-4%,18%,-6%
CC(NCc1ccc(S(N)(=O)=O)cc1)C(=O)NCc1ccccc1 (configuration not stated),/,-14,-4%,-2%,1%,39%,0%,-9%,23%,-1%,-1%
CCCc1nc2ccccc2n1Cc1ccccc1OC,-8%,-12,-5%,0%,-3%,6.3µM*,?,?,-12%,?,-8%
CCN(CC)C(=O)CSc1nc2ccccc2c(=O)n1-c1ccccc1OC,1%,22,-6%,-2%,0%,30%,-1%,-10%,-20%,-10%,2%
CC1CCN(C(=O)CSc2nnc(CNC(=O)c3ccco3)o2)CC1,0%,0,11%,1%,-3%,13%,-2%,1%,0%,5%,0%

# Assay outcomes deposited in PubChem BioAssay by National Center for Advancing Translational Sciences (NCATS).
